# Assay outcomes deposited in PubChem BioAssay by several laboratories.
# SRC3 inh: SRC3 coactivator transcriptional activity inhibitors, primary screen, cell-based, luminescence. Nuclear receptor coactivator 3 (Homo sapiens), Q9Y6Q9. 360,000 compounds, 0.17% hits. HEK293 GAL4-SRC3 luciferase reporter. inhibition, % at 3.6 µM;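 active means inhibition above a per-campaign cutoff, the mean of all compounds plus 3 SD, cut at about 60% in these data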;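 further: 0% = DMSO-treated cells and 100% = gossypol-treated cells at 36 µM; higher means less SRC3-driven luciferase light from the GAL4 reporter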
# LRH-1 inv ag: LRH-1 (NR5A2) inverse agonists, primary screen, cell-based, luminescence, HEK293T, StAR-luciferase reporter; LRH-1 transfected, 24 h; Nuclear receptor subfamily 5 group A member 2 (Homo sapiens), O00482; 360,000 compounds, 0.13% hits; inhibition, % at 3.6 µM;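 active means inhibition above the mean inhibition of all tested compounds plus 3 SD, cut at about 73% in these data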;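 further: 0% = DMSO wells and 100% = reporter-only cells lacking LRH-1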
# Target sequence (O00482 whole entry, looked up): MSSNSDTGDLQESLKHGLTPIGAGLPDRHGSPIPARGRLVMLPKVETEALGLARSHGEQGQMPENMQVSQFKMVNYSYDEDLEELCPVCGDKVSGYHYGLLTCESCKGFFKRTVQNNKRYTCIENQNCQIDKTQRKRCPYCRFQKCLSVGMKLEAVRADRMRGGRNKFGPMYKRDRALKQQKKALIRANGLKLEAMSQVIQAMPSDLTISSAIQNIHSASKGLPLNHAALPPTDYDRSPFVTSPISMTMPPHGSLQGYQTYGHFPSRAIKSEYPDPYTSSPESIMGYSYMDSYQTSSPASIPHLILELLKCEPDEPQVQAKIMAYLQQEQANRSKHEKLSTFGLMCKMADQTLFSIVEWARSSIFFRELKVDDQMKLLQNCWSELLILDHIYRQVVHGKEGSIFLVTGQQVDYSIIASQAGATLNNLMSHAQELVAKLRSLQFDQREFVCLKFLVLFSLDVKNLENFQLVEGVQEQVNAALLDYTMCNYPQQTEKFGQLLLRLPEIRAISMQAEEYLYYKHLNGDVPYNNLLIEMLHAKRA
# C8 TRAIL sens: viability loss with TRAIL in NB7+C8 cells, primary screen, TRAIL sensitizer project, cell-based, ATPlite luminescence. AID 624354, 2012. 360,000 compounds, 1% hits. inhibition (viability loss, TRAIL sensitization), % at 10 µM;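 active means compounds causing at least 50% loss of cell viability in the single-dose screen, relative to plate controls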
# EBV LMP1 NFkB: EBV LMP1-driven NF-kappaB luciferase reporter inhibitors, primary screen, cell-based, luminescence, single point. LMP1-induced NF-kappaB luciferase reporter cells. inhibition, % at 12.5 µM. 350,000 compounds, 0.69% hits. AID 504558, 2011; in the data active means inhibition above about 41%;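 further: 0% = neutral control wells and 100% = reference inhibitor control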
# TROY signal inh: inhibitors of TROY-driven NF-kB signaling, primary screen, Q293 LMP1-TROYcd cells, NF-kB luciferase, uHTS; Q293 LMP1-TROYcd NF-kB luciferase reporter, 4 h; inhibition, % at 10 µM; 360,000 compounds, 0.98% hits;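 active means compounds whose plate-normalised and pattern-corrected inhibition of the luciferase reporter signal at the single screening dose is 50% or more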
# TWEAK-Fn14 inh: inhibitors of TWEAK-Fn14 signaling, primary screen, luciferase reporter cells, uHTS; 360,000 compounds, 2% hits; TWEAK-stimulated Fn14 reporter cells, luciferase luminescence, 8 h; inhibition, % at 10 µM; in the data active means inhibition above about 50%
# CF NFkB block: inhibitors of PAF-induced NF-kB signaling, primary screen, cell-based, GFP fluorescence, uHTS | KKLEB NF-kB-GFP reporter, GFP fluorescence overnight | inhibition, % at 5 µM | 360,000 compounds, 0.86% hits | AID 588850, 2011;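 active means at least 50% inhibition at 5 µM, scaled per plate between neutral and stimulator controls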;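 further: PAF is a Pseudomonas aeruginosa culture filtrate used as stimulus; plate controls were PAF-stimulated DMSO wells for no effect and unstimulated DMSO wells for full effect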
# SRC2 inh: inhibition of GAL4-SRC2 driven luciferase reporter, primary screen, SRC2 inhibitor project, cell-based, luminescence. inhibition, % at 9 µM. HEK293 GAL4-SRC2 luciferase reporter. 370,000 compounds, 0.17% hits;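 active means inhibition above the mean inhibition of all tested compounds plus 3 SD, set per campaign, cut at about 52% in these data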;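 further: 0% = DMSO treated cells and 100% = cells given Gossypol at 36 µM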
# KKLEB cytotox: cytotoxicity in KKLEB CF airway cells, primary screen, cytotoxicity control for CF NF-kB inhibitor project, cell-based, uHTS, fluorescence assay plates. 360,000 compounds, 0.36% hits. AID 602141, 2011. KKLEB CF airway cells viability, ATPlite luminescence, overnight; stronger effect = lower value; cells stimulated with P. aeruginosa culture filtrate. activity change (cytotoxicity), % at 5 µM;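 active means corrected activity change at or below -50% at 5 µM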
# COUP-TFII inh: NR2F2 transcriptional activity inhibitors, primary screen, cell-based, luciferase reporter, HEK293T, luminescence | HEK293T NGFI-A luciferase reporter | inhibition, % at 8.6 µM | 370,000 compounds, 0.7% hits | AID 686940, 2013;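 active means inhibition above a per-plate cutoff, mean inhibition of test wells between control levels plus 3 SD, cut at about 38% in these data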;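 further: cells cotransfected with COUP-TFII expression vector driving the NGFI-A reporter; 0% = median of COUP-TF2 test wells and 100% = reporter-only cells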
# Target sequence (P24468 whole entry, looked up): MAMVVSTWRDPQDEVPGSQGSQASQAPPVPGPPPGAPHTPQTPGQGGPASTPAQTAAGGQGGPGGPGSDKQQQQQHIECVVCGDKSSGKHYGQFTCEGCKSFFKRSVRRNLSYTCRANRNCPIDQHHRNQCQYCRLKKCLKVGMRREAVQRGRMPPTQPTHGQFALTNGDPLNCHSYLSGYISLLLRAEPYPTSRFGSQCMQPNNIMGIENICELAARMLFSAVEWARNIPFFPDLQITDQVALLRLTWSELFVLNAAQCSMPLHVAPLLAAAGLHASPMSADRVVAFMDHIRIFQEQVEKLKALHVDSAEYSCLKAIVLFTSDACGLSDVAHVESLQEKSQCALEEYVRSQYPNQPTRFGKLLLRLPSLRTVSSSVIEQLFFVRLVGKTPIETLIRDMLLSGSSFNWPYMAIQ
# SRC1 inh: SRC1 coactivator transcriptional activity inhibitors, primary screen, cell-based, luminescence; 360,000 compounds, 0.12% hits; inhibition, % at 3.6 µM; Nuclear receptor coactivator 1 (Homo sapiens), Q15788; HEK293 GAL4-SRC1 luciferase reporter; AID 588354, 2011;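 active means inhibition above the campaign mean plus 3 SD, with each screening campaign given its own cutoff, cut at about 60% in these data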;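 further: 0% = DMSO treated cells and 100% = gossypol at 36 µM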
# Numbers without * were called inactive; · = no result given.
1) CC(C)CNC(=O)CN(C1CCCCC1)S(C)(=O)=O
2) CC1(C(=O)Nc2cccc(OC(F)(F)F)c2)Cc2c(-c3cccc(C(F)(F)F)c3)ccnc2O1 (stereo not drawn)
3) COc1cc(NC(=O)COc2ccc(-n3cnnn3)cc2)c(OC)cc1Cl
4) Cc1ccc(NC2c3ncccc3C(=O)N2c2ccccc2C)cc1C (stereo not drawn)
5) Cc1ccc(C)c(OCc2nc3ccccc3[nH]2)c1
6) COC(=O)c1ccccc1CC1Cc2cc3c(cc2C1=O)CCC3 (stereo not drawn)
7) C=CC(=O)Nc1ccc(Nc2ccnc(Nc3ccc(N4CCN(C)CC4)cc3)n2)cc1
8) CC1CCCCN1CCCNC(=O)Cn1c(=O)c2cccn2c2ccccc21 (stereo not drawn)

assay / compound	1	2	3	4	5	6	7	8
SRC3 inh	4	26	-19	-11	-53	-97	26	7
LRH-1 inv ag	-12	18	-13	-16	-45	-94	-12	-7
C8 TRAIL sens	4	-3	22	-3	6	41	33	-19
EBV LMP1 NFkB	-19	·	3	-23	-26	-35	20	7
TROY signal inh	14	-4	-21	6	-47	15	22	7
TWEAK-Fn14 inh	-3	-4	-7	12	-12	7	-29	11
CF NFkB block	7	3	37	-12	2	-7	56*	-30
SRC2 inh	-10	-22	-12	-22	-11	-45	·	14
KKLEB cytotox	4	-15	-49	4	20	-17	-48	12
COUP-TFII inh	-3	2	1	-7	-27	-37	·	-3
SRC1 inh	-1	20	-3	-10	-29	-199	20	0

# Reprinted, compounds 1 to 8
1) CC(C)CNC(=O)CN(C1CCCCC1)S(C)(=O)=O
2) CC1(C(=O)Nc2cccc(OC(F)(F)F)c2)Cc2c(-c3cccc(C(F)(F)F)c3)ccnc2O1 (stereo not drawn)
3) COc1cc(NC(=O)COc2ccc(-n3cnnn3)cc2)c(OC)cc1Cl
4) Cc1ccc(NC2c3ncccc3C(=O)N2c2ccccc2C)cc1C (stereo not drawn)
5) Cc1ccc(C)c(OCc2nc3ccccc3[nH]2)c1
6) COC(=O)c1ccccc1CC1Cc2cc3c(cc2C1=O)CCC3 (stereo not drawn)
7) C=CC(=O)Nc1ccc(Nc2ccnc(Nc3ccc(N4CCN(C)CC4)cc3)n2)cc1
8) CC1CCCCN1CCCNC(=O)Cn1c(=O)c2cccn2c2ccccc21 (stereo not drawn)

assay / compound	1	2	3	4	5	6	7	8
SRC3 inh	4	26	-19	-11	-53	-97	26	7
LRH-1 inv ag	-12	18	-13	-16	-45	-94	-12	-7
C8 TRAIL sens	4	-3	22	-3	6	41	33	-19
EBV LMP1 NFkB	-19	·	3	-23	-26	-35	20	7
TROY signal inh	14	-4	-21	6	-47	15	22	7
TWEAK-Fn14 inh	-3	-4	-7	12	-12	7	-29	11
CF NFkB block	7	3	37	-12	2	-7	56*	-30
SRC2 inh	-10	-22	-12	-22	-11	-45	·	14
KKLEB cytotox	4	-15	-49	4	20	-17	-48	12
COUP-TFII inh	-3	2	1	-7	-27	-37	·	-3
SRC1 inh	-1	20	-3	-10	-29	-199	20	0

# (more compounds)
9) COc1ccc(CNC(=O)CSc2nnc(Cn3nnc4ccccc43)n2C)cc1
10) C[N+](C)(C)CCCN(Cc1ccc2c(c1)OCO2)C(=O)NC1CCCCC1
11) CCOc1ccc2[nH]c(C)c(CN(C)C)c(=O)c2c1
12) Cc1cccc(C(=O)Nc2ccccc2C(=O)OCC(=O)Nc2ccc(C#N)cc2)c1
13) COc1cc(C(=O)NCCc2ccc(F)cc2)c([N+](=O)[O-])cc1OC
14) Cc1ccc(C2/C(=C(/O)c3cnn(-c4ccccc4)c3C)C(=O)C(=O)N2CCN2CCOCC2)o1 (stereo not drawn)
15) CCc1nnc(NC(=O)CSc2nc3c([nH]c4ccccc43)c(=O)n2CCOC)s1
16) CCOc1ccc(NC(=O)CN(C)C(=O)c2cccc(S(=O)(=O)N3CCCC3)c2)cc1OCC

assay / compound	9	10	11	12	13	14	15	16
SRC3 inh	3	26	1	-13	10	-19	1	0
LRH-1 inv ag	9	-9	-5	-41	-17	-81	12	7
C8 TRAIL sens	-20	-2	3	-9	-4	5	-25	7
EBV LMP1 NFkB	2	-3	3	-1	17	-6	2	-4
TROY signal inh	12	-2	-8	-33	-6	-11	4	-17
TWEAK-Fn14 inh	10	-9	4	3	8	18	2	-22
CF NFkB block	-10	-4	-2	14	12	9	-26	14
SRC2 inh	-17	9	-11	-38	0	-88	-24	11
KKLEB cytotox	3	-1	-5	-8	1	-3	-15	3
COUP-TFII inh	-3	14	-7	-30	1	-32	20	5
SRC1 inh	1	-19	5	-14	-3	-67	-8	-6

17) COc1cccc(C(=O)N/N=C(\C)CC(=O)Nc2ccc(N(C)C)cc2)c1
18) C=CCSC1=C(C#N)C(c2ccccc2OCC)C(C#N)C(=O)N1 (stereo not drawn)
19) Cc1ccc(NC(=O)C(=O)NCc2ccc(/C=C(/C#N)C(=O)NCc3cccnc3)o2)cc1
20) C#CCOCCOCCOCCNc1nc(N2CCN(C(=O)CCCCCCCCCCNC(=O)[C@H]([C@@H](C)CC)n3cc(CCCCCN)nn3)CC2)nc(N2CCN(C(=O)CCCCCCCCCCNC(=O)[C@H]([C@@H](C)CC)n3cc(CCCCN=C(N)N)nn3)CC2)n1
21) Cc1sc2nc(CSc3n[nH]c(N)n3)[nH]c(=O)c2c1C
22) CC(=O)c1cccc(NC(=O)c2cc(=O)[nH]c3ccc(S(=O)(=O)N4CCOCC4)cc23)c1
23) CCOC(=O)c1ccccc1NC1CC(=O)N(c2ccccc2C)C1=O (stereo not drawn)
24) CCN(Cc1ccccc1)C(=O)c1ccc(CS(=O)c2ccccc2C)o1 (stereo not drawn)

assay / compound	17	18	19	20	21	22	23	24
SRC3 inh	-37	-23	-16	-15	4	-1	21	2
LRH-1 inv ag	-36	6	-10	-6	-7	-3	-3	-3
C8 TRAIL sens	0	16	-1	51*	2	1	-11	-28
EBV LMP1 NFkB	-6	4	11	10	-3	0	1	-3
TROY signal inh	-38	-20	6	39	13	3	-1	6
TWEAK-Fn14 inh	-8	-13	7	42	12	-6	14	7
CF NFkB block	-13	2	-17	-46	10	0	5	-16
SRC2 inh	-62	-6	-10	·	0	-3	-13	3
KKLEB cytotox	2	-5	-4	13	0	-6	1	16
COUP-TFII inh	-13	-5	3	·	1	-1	0	-1
SRC1 inh	-34	4	4	10	12	-16	0	5

25) COc1ccc(C(=O)OCc2cc(=O)oc3c(C)c(C)ccc23)cc1S(=O)(=O)N1CCOCC1
26) Cn1cc(Cl)c(/C=C(\C#N)S(=O)(=O)c2ccccc2)n1
27) O=C(Nc1ccc(-c2nc3ccccc3s2)cc1)c1cc(-n2cnnc2)ccc1Cl
28) COc1cc(C#N)ccc1OCC(=O)NCCC1=CCCCC1
29) CCCNC(=O)C1(C)CCN(C(=O)c2c(Cl)cccc2Cl)C1 (stereo not drawn)
30) O=C(NCCO)c1cc2c(s1)CCC2
31) NNc1nc(N)c2c(n1)-c1ccccc1CC21CCCC1
32) Nc1ccc(-c2nc3ccccc3o2)cc1

assay / compound	25	26	27	28	29	30	31	32
SRC3 inh	-6	11	-4	12	12	-4	10	-83
LRH-1 inv ag	-30	2	25	-4	-7	4	34	-72
C8 TRAIL sens	-10	-13	36	5	3	-5	2	20
EBV LMP1 NFkB	-2	-28	11	-6	·	-2	-5	-2
TROY signal inh	-37	15	53*	-3	-2	-13	12	-42
TWEAK-Fn14 inh	-9	13	95*	10	-17	-6	10	18
CF NFkB block	-23	5	-8	-1	3	1	26	-16
SRC2 inh	-2	-27	-24	-9	-9	-21	15	-34
KKLEB cytotox	16	-14	26	-15	5	3	-20	-2
COUP-TFII inh	-1	-3	70*	1	8	-25	9	-12
SRC1 inh	0	-23	-16	-8	8	-6	7	-65

33) COc1ccccc1NC(=O)COC(=O)c1c(C)nn(-c2ccccc2)c1C
34) CCC1Oc2ccccc2N(CC(=O)NCCCN2CCCC2)C1=O (stereo not drawn)
35) C#CCn1c(O)c(N=NC(=O)C(O)c2ccccc2)c2ccccc21 (stereo not drawn)
36) COc1ccc(CNC2=CC(=O)CC(C)(C)C2)cc1
37) CC(=O)NC1=NN(C(C)=O)C2(S1)C(=O)N(CC(C)C)c1ccc(C)cc12 (stereo not drawn)
38) COc1ccc(C(C(=O)NCC2CCCO2)N(C(=O)Cn2nnc3ccccc32)c2ccc(NC(C)=O)cc2)cc1 (stereo not drawn)
39) COc1cc(F)ccc1-c1cc(C(=O)Nc2ccc(NC(C)=O)cc2)[nH]n1
40) Nc1ccc(C(=O)N/N=C\C=C\c2cccc([N+](=O)[O-])c2)cc1

assay / compound	33	34	35	36	37	38	39	40
SRC3 inh	-55	2	20	3	-4	-14	-26	-18
LRH-1 inv ag	-57	-4	-7	15	-26	-1	-6	14
C8 TRAIL sens	12	-5	39	3	17	-7	12	1
EBV LMP1 NFkB	-17	2	-26	-9	2	0	·	10
TROY signal inh	-14	4	-26	1	10	-32	-19	-18
TWEAK-Fn14 inh	-9	-26	30	-27	4	6	-2	-12
CF NFkB block	5	-10	5	2	-12	-6	-14	-7
SRC2 inh	-33	-6	16	9	-2	-28	-45	-13
KKLEB cytotox	8	16	-2	-3	-2	7	5	2
COUP-TFII inh	-43	-15	0	-5	-14	8	-36	-18
SRC1 inh	-40	1	8	-25	14	-49	-22	6

41) COc1ccc(S(=O)(=O)N2CCN(C(=O)NC3CCCCC3)CC2)cc1
42) CC(C)C[C@H]1CN=C(Nc2ccccc2)N1CC1CCC1
43) O=C(Nc1ncc(Cl)cn1)c1cccs1
44) O=C(O)c1ccccc1C(=O)NNC(=O)C(c1ccccc1)c1ccccc1
45) Cc1cc(C(=O)CSc2ncn[nH]2)c(C)n1-c1cccc(S(=O)(=O)N2CCOCC2)c1
46) CCOc1ccc(NC(=S)Nc2ccc(Br)cc2Cl)cc1
47) COc1ccccc1-n1c(C)cc(/C=C2\C(=N)N3N=C(CC(=O)N4CCOCC4)SC3=NC2=O)c1C

assay / compound	41	42	43	44	45	46	47
SRC3 inh	-15	7	-38	-2	11	4	-6
LRH-1 inv ag	6	-5	-49	10	22	-16	-5
C8 TRAIL sens	-1	2	0	-6	23	-4	6
EBV LMP1 NFkB	-1	7	-8	0	0	4	1
TROY signal inh	20	-7	-35	-2	-11	58*	6
TWEAK-Fn14 inh	14	5	-22	23	-3	18	10
CF NFkB block	1	1	14	8	5	6	14
SRC2 inh	2	-9	-34	-17	-2	-18	1
KKLEB cytotox	5	9	-3	-11	4	1	-2
COUP-TFII inh	-1	3	-22	13	-3	-11	-3
SRC1 inh	-7	4	-36	-1	-2	-6	-81
